Screens (PubChem)
L3MBTL1 block = inhibitors of human L3MBTL1; 230,000 tested, 0.66% active; Potency, µM (doses to about 57.1 µM), inactives show at the highest dose activity, negative = inhibition, actives largely listed as inhibitors; Q9Y468; AlphaScreen L3MBTL1–H3K9me1 peptide binding; AID 485360; also: % is scaled to controls: 0 for no effect and ±100 for the full control effect; nearly all actives have a fitted effect of over 60% in size
Target sequence (Q9Y468 whole entry, looked up): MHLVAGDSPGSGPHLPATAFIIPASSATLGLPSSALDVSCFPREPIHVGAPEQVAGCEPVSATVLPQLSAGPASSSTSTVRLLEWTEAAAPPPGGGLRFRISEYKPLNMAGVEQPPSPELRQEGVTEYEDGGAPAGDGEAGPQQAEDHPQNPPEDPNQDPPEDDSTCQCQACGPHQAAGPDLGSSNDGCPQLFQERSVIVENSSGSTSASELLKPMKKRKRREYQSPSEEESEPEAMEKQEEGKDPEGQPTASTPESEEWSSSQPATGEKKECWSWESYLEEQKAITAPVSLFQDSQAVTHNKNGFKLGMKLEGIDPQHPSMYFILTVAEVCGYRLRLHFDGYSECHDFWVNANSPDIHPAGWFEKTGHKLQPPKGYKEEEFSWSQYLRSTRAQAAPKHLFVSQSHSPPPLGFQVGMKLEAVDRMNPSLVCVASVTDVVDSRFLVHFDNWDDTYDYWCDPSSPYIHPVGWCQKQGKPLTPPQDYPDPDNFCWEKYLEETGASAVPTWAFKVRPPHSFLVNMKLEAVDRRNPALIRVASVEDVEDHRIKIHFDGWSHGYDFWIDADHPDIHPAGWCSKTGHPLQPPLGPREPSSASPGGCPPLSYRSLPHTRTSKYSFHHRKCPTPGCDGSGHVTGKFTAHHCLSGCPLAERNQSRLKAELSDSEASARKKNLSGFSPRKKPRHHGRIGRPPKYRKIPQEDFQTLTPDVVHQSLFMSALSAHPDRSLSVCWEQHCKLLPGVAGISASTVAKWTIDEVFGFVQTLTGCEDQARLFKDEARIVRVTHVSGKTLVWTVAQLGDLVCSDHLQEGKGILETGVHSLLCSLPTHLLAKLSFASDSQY
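L3MBTL1 50 nM + b-AHA-H3(1-15)K9me1 75 nM, 30 min RT; compound added, 30 min RT; streptavidin donor/Ni-chelate acceptor beads 10 ug/mL each final, 30 min RT dark; AlphaScreen read.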
Tau fluor counter = counter-screen for tau fibril formation inhibitors. tau K18 P301L Alexa594 fluorescence, heparin fibrillization. Potency, µM (top dose mostly 57.7 µM), inactives show top-dose activity change, negative = decrease. 280,000 tested, 0.93% active. AID 1463; also: % is scaled to controls: 0 for no effect and ±100 for the full control effect; nearly all actives have a fitted effect of over 55% in size
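Human K18 P301L tau (15 uM unlabeled plus 0.24 uM Alexa 594-labeled, final) in 100 mM sodium acetate pH 7 was mixed with compound and 20 uM heparin and incubated 6 hr at 37 C.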
HTT cytoprotect = protects HTT-Q103 PC12 cells, measured by ATP | 230,000 tested, 0.14% active | Potency, µM (titrated, usually from 56.4 µM), for the others: cytoprotection (ATP increase), hits mostly activators | PC12 HTT-Q103 induced, cytoprotection, ATP luminescence, 40 h;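 also: % of control where 0% means no effect; nearly all actives have a fitted effect of over 45% in size; toxic huntingtin expression switched on by the ecdysone agonist tebufenozide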
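Quantitative HTS on tebufenozide-induced (100 nM) PC12 cells expressing HTTQ103 exon 1–GFP; compounds tested as a concentration series; survival measured via cellular ATP.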
Tau fibril FP = inhibitors of human tau fibril formation; 280,000 tested, 0.39% active; Potency, µM (titrated, usually from 57.7 µM), for inactives: top-dose activity, negative = inhibition, usual class: inhibitors; K18 P301L tau heparin fibrillization, Alexa594 FP, 6 h; P10636; also: % is scaled to controls: 0 for no effect and ±100 for the full control effect; nearly all actives have a fitted effect of over 55% in size
Target sequence (P10636 561-689 P618L limits assumed): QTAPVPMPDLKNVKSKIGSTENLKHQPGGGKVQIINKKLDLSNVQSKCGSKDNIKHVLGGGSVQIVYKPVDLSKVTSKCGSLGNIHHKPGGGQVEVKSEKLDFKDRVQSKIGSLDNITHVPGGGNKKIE
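Steps: dispense K18 P301L tau (15 uM plus 0.24 uM Alexa 594 tracer, final) in pH 7 sodium acetate; add compound; add heparin (20 uM final); incubate 6 hr, 37 C; add ThT (30 uM final); after 1 hr ambient, read FP.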
TexasRed fluor = alters Texas Red total fluorescence, flagging assay interference | TRb/SRC2 Texas Red total fluorescence interference | Potency, µM (highest dose often 106 µM), for the others: at the highest dose fluorescence change, negative = quenching | 280,000 tested, 0.29% active | AID 1479; active = well fitted curve in either direction with a large enough effect; inconclusive = small, poorly fitted or top-dose-only effect; also: % is scaled to controls: 0 for no effect and ±100 for the full control effect
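Human TRβ ligand-binding domain (0.6 uM) and Texas Red SRC2 peptide (20 nM) in Tris buffer with 1 uM T3 and 5% DMSO were incubated with pinned compound for 5 hr at ambient temperature. Total fluorescence was computed as S + 2P (555/632 nm).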
RECQ1 inh = RECQ1 (human) helicase inhibition; RECQ1 DNA unwinding, red fluorescence kinetic read; Potency, µM (titrated, usually from 57.3 µM), for the others: top-dose activity, negative = inhibition, usual class: inhibitors; 240,000 tested, 0.54% active;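 also: plate controls were vehicle for no effect and no enzyme for full effect; nearly all actives have a fitted effect of over 30% in size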
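50 nM RECQ1T1 preincubated 15 min with compound in Tris pH 8.0 buffer with MgCl2, DTT, Tween-20 and 2.5 ug/ml poly(dI-dC); started with 200 nM TAMRA/BHQ-2 forked duplex and 2 mM ATP. Unwinding read as fluorescence (525/598 nm), two reads 2 h apart.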
Tau fibril ThT = blocks human tau fibril formation measured by thioflavin T; P10636; recombinant tau K18 P301L (four-repeat tau fragment), heparin-induced fibrillization, ThT fluorescence; Potency, µM (titrated, usually from 57.4 µM), without a hit: top-dose activity, negative = inhibition, most hits filed as inhibitors; 270,000 tested, 2.1% active; AID 1460; also: % is scaled to controls: 0 for no effect and ±100 for the full control effect; nearly all actives have a fitted effect of over 55% in size
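K18 P301L tau (15 uM + 0.24 uM Alexa 594-tagged), heparin 20 uM, NaOAc pH 7, 6 h 37 C; ThT 30 uM, 1 h RT, ex 450/em 510 nm.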
TRb SRC2 PPI = inhibitors of human thyroid hormone receptor beta-SRC2 interaction; P10828; TRbeta-SRC2 peptide binding, fluorescence polarization; receptor liganded with 1 µM T3; Potency, µM (series often up to 106 µM), for inactives: top-dose activity change, negative = inhibition, hits mostly inhibitors; 280,000 tested, 0.065% active; AID 1469;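 also: plate controls were bound peptide for no effect and peptide without receptor for full effect; nearly all actives have a fitted effect of over 50% in size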
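Fluorescence polarization of 20 nM Texas Red SRC2 peptide (20-aa NR interaction domain) bound to 0.6 uM human TRb ligand-binding domain, with 1 uM T3, after 5 hr at ambient temperature; inhibition seen as decreased polarization.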
* = called active by the depositor; i = inactive; ? = inconclusive; / = no result given; [ ] = remark or other dose. Unless noted, calls follow the shape of the dose curve; as a rule, active = well fitted curve in the direction sought with a large enough effect; inconclusive = small, poorly fitted or top-dose-only effect, or another doubt; inactive = no such curve, though single readings can be large; an effect the other way counts as inactive or inconclusive. Potency is read from the fitted curve at half-maximal effect. This is a subset; count on the stated rates, not on these rows.

#	SMILES	L3MBTL1 block	Tau fluor counter	HTT cytoprotect	Tau fibril FP	TexasRed fluor	RECQ1 inh	Tau fibril ThT	TRb SRC2 PPI
1	C/C(CCC(C)C)=N\Nc1cc(C)c2ccccc2n1	?	-12%	3%	-13%	-3%	-5%	?	5%
2	O=C(C1=C[C@H](C2CC2)C[C@H](OCc2ccc(CO)cc2)O1)N1CCN(Cc2ccccc2)CC1	3%	8%	36%[10 µM]	6%	1%	-2%	-7%	-8%
3	O=C(Nc1cccc2ccccc12)c1cn(-c2ccccc2)nc1-c1cccs1	3%	-29%	-12%	?	-1%	i	1%	3%
4	OCCN=C1CCCc2c1[nH]c1ccc(Br)cc21	?	-18%	-6%	0%	0%	-2%	?	-2%
5	CC(C)Oc1ccc(C(=O)Nc2ccccc2N2CCCC2)cc1	/	-25%	-14%	14%	-6%	-11%	?	-8%
6	Cc1cccc(C(=O)Nc2cc(OCc3cccc(F)c3)c(Cl)cc2Cl)c1	8%	-28%	27%[10 µM]	-4%	-5%	-3%	-19%	-1%
7	CC(C)Nc1nc(NC(N)=S)nc(NC(C)C)n1	-7%	2%	-16%[10 µM]	5%	-2%	-14%	4%	4%
8	CCOC(=O)N1CCC(NC(=O)C2CCCCN2S(=O)(=O)c2ccc(F)cc2)CC1 (centres undefined)	-2%	-5%	4%	-1%	-1%	-18%	1%	1%
9	Cc1ccc(Cl)cc1NC(=O)C1CCC(CNS(=O)(=O)c2cccc3nsnc23)CC1 (centres undefined)	/	-10%	/	?	-2%	/	7%	1%
10	Cc1ccc(Nc2nnc(SCc3nc4ccccc4c(=O)[nH]3)s2)cc1	-2%	-11%	-31%[10 µM]	-4%	-1%	i	1%	7%
11	Cc1cccc(C2=NN(c3ccccc3)[C@H](CO)[C@H]2c2ccc(F)cc2)c1	130%[activator]	32µM*[quencher]	-171%[inhibitor]	?	0%	-8%[81.1 µM]	?	5%
12	Cc1nc2[nH]onc2c2nccc(=O)c12	-18%[11.4 µM]	4%	12%[0.074 µM]	2%	-1%	i	-2%	-6%
13	CCNc1nc(N2CCOCC2)nc(N(c2ccccc2)c2ccccc2)n1	-6%	5%	7%[10 µM]	6%	-4%	2%	6%	-7%
14	Cc1cc(O)c(NC(=S)NC(=O)c2ccc(-c3ccc(Cl)cc3)o2)cc1C	-9%	7.9µM*[quencher]	7%[10 µM]	?	-27%	-3%	11µM*	27%
15	CCOC(=O)CCCn1nc(C)n2c(cc3sccc32)c1=O	4%	-2%	4%[10 µM]	3%	-2%	2%	-5%	-2%
16	CC(=O)c1cccc(S(=O)(=O)N2CCCC(c3nc(-c4ccc(C)o4)no3)C2)c1 (centres undefined)	-5%	-12%	-7%	1%	1%	?	?	5%
17	C/C(N)=C(/C#N)C(=O)CSc1nc2ccccc2c(=O)n1Cc1ccc(C)cc1	/	?	-59%[inhibitor]	?	1%	-1%	?	2%
18	COC(=O)C1=C(C)NC2=C(C(=O)CC(C)(C)C2)C1c1ccsc1 (centres undefined)	5%	-5%	10%[1.9 µM]	-3%	2%	0%	-10%	-14%
19	Cc1cc(=O)oc2c(CN(CC(C)C)CC(C)C)c(O)ccc12	/	-7%	8%	1%	-1%	0%	-9%	4%
20	COc1ccc(-c2cc(=O)c(C(=O)c3ccc(C)cc3)n[nH]2)cc1	-6%	-2%	-20%[10 µM]	0%	0%	6%	-2%	1%
21	O=C(O)c1cc(N=Nc2ccc([N+](=O)[O-])cc2)ccc1O	/	/	-24%[10 µM]	/	-6%	-1%	/	11%
22	CCCN1C(=O)/C(=C\c2nc3ccccc3c(=O)[nH]2)c2ccccc21	-11%	-20%	-6%[10 µM]	1%	-3%	i	22µM*	2%
23	CCc1c(C(C)S(=O)(=O)c2ccc(C)cc2)[nH]c(=O)n1-c1ccc(C)cc1 (centres undefined)	/	-15%	-10%	-3%	0%	-10%	?	3%
24	Cc1ccc(C)c(NC(=O)c2cc(S(=O)(=O)N3CCCc4ccccc43)ccc2F)c1	/	-21%	/	?	1%	/	0%	6%
25	O=C(NCc1cn2ccsc2n1)Nc1ccc(Cl)cc1	-7%	0%	-10%[10 µM]	5%	1%	-16%	1%	-6%
26	Cc1ccc(N(C(=O)CNC(=O)c2ccco2)C(C(=O)NC2CCCC2)c2cccnc2)cc1C (centres undefined)	8%	-4%	5%	0%	-3%	2%	-5%	-9%
27	O=C(Nc1ccccc1N1CCOCC1)c1cccc(NS(=O)(=O)c2ccc(F)c(F)c2)c1	-1%	?	/	?	-5%	i	0%	-2%
28	S=C(NCc1cccnc1)Nc1ccc(Cl)cc1Cl	3%	-7%	-5%	-6%	0%	i	-3%	-1%
29	CSc1ccc(C(=O)NCC(=O)O)cc1[N+](=O)[O-]	0%	-9%	5%[10 µM]	-1%	-4%	i	-13%	-1%
30	CCn1c(N2CCN(S(=O)(=O)CC)CC2)nc2ccccc21	43%[activator]	6%	-6%[10 µM]	8%	0%	i	9%	-5%
31	CCOC(=O)CSc1nc(N)c(C#N)cc1C#N	-8%	-4%	/	6%	-3%	-6%	?	2%
32	Cc1cc(O)c(/C=N/Nc2ccccc2Cl)c(=O)o1	-1%	-8%	-13%	-5%	0%	i	?	1%
33	COc1cc(/C=C(\C#N)C(=O)NC2CCCCC2)ccc1OCc1ccc(C(=O)O)cc1	5%	1%	-4%	6%	-3%	i	-15%	-1%
34	NC(=O)c1nsc(C(=O)N(c2ccccc2)C(C(=O)NCC2CCCO2)c2cccs2)c1N (centres undefined)	2%	-12%	10%[10 µM]	-2%	-5%	-4%	-7%	0%
35	NC(=O)CSc1nnnn1-c1ccccc1Cl	5%	-9%	-19%	1%	-1%	-13%	-9%	-6%
36	COc1ccc(C(=O)NC(=S)NCCc2ccccc2)cc1	-18%	-18%	-46%[inhibitor]	-11%	-1%	-4%	-11%	-5%
37	COc1ccccc1N1CCN(C(=O)c2cccc3c(=O)c(C)c(-c4ccccc4)oc23)CC1	0%	-12%	15%[10 µM]	3%	1%	-7%	-13%	-3%
38	CCOc1ccc2c(c1)C(c1ccc(C)o1)=NNC(c1ccncc1)=N2	?	-11%	-9%	13%	-1%	-13%	?	-4%
39	COc1ccc(NC(=O)CCCS(=O)(=O)c2nc(-c3ccccc3OC)cc(C(F)(F)F)n2)c(OC)c1	/	-17%	/	5%	-2%	/	-15%	0%
40	Oc1c(Cl)cc(Cl)cc1C=Nc1ccccc1N1CCCC1	-15%	?	3%[10 µM]	-13%	-4%	-1%	22µM*	6%
41	NC(=O)COC(=O)CNC(=O)c1cc(Cl)cc([N+](=O)[O-])c1	-1%	-3%	12%[10 µM]	-1%	-2%	-5%	-5%	4%
42	Nc1ccccc1N1CCOCC1	/	-8%	-3%	8%	-2%	-6%	-7%	-5%
43	O=C(CS(=O)CC(=O)N(c1cccc(F)c1)C(C(=O)NC1CCCCC1)c1ccco1)Nc1ccc(F)cc1 (centres undefined)	-6%	-6%	?	-13%	1%	i	2%	7%
44	COc1ccc(/C=C/C(=O)Nc2nc(-c3cccs3)ns2)cc1OC	/	-25%	/	?	5%	/	18%	7%
45	O=S(=O)(c1cccs1)N1CCN(Cc2nc3ccccc3s2)CC1	7%	-17%	-32%	7%	0%	-17%	-13%	3%
46	O=C(Nc1ccc2oc(-c3ccccc3)nc2c1)c1cccnc1	-2%	-17%	-11%	4%	-6%	i	-14%	-3%
47	Cc1nn(CC(=O)NCc2ccc(OC(C)C)cc2)c(=O)c2c(C)n(-c3ccc(Cl)cc3)nc12	/	-5%	/	9%	-2%	/	-2%	4%
48	COc1cc(NC(=S)NCc2ccco2)cc(OC)c1OC	-3%	6%	7%[10 µM]	12%	-2%	1%	11%	-9%

9 of the compounds above, with values under each structure:
Value order – L3MBTL1 block	Tau fluor counter	HTT cytoprotect	Tau fibril FP	TexasRed fluor	RECQ1 inh	Tau fibril ThT	TRb SRC2 PPI
40. Oc1c(Cl)cc(Cl)cc1C=Nc1ccccc1N1CCCC1
  -15%	?	3%[10 µM]	-13%	-4%	-1%	22µM*	6%
41. NC(=O)COC(=O)CNC(=O)c1cc(Cl)cc([N+](=O)[O-])c1
  -1%	-3%	12%[10 µM]	-1%	-2%	-5%	-5%	4%
42. Nc1ccccc1N1CCOCC1
  /	-8%	-3%	8%	-2%	-6%	-7%	-5%
43. O=C(CS(=O)CC(=O)N(c1cccc(F)c1)C(C(=O)NC1CCCCC1)c1ccco1)Nc1ccc(F)cc1 (centres undefined)
  -6%	-6%	?	-13%	1%	i	2%	7%
44. COc1ccc(/C=C/C(=O)Nc2nc(-c3cccs3)ns2)cc1OC
  /	-25%	/	?	5%	/	18%	7%
45. O=S(=O)(c1cccs1)N1CCN(Cc2nc3ccccc3s2)CC1
  7%	-17%	-32%	7%	0%	-17%	-13%	3%
46. O=C(Nc1ccc2oc(-c3ccccc3)nc2c1)c1cccnc1
  -2%	-17%	-11%	4%	-6%	i	-14%	-3%
47. Cc1nn(CC(=O)NCc2ccc(OC(C)C)cc2)c(=O)c2c(C)n(-c3ccc(Cl)cc3)nc12
  /	-5%	/	9%	-2%	/	-2%	4%
48. COc1cc(NC(=S)NCc2ccco2)cc(OC)c1OC
  -3%	6%	7%[10 µM]	12%	-2%	1%	11%	-9%
